LEDGF integ inh = blockers of LEDGF/p75-dependent integrase strand transfer – biochemical, TR-FRET, high throughput, primary screen; HIV-1 integrase (with human LEDGF/p75); TR-FRET IN-LEDGF/p75 DNA integration, Eu/Cy5; inhibition, % at 3.7 µM; 0.64% of 370,000 active; AID 743269, 2014;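 active = inhibition above the screen-wide mean plus 3 SD, cut at about 13% in these data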;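 also: signal is the Cy5 over europium emission ratio at 671 and 618 nm; 0% = plate median of compound wells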
PRMT1 FP inh = PRMT1 methyltransferase inhibitors, primary screen, biochemical, fluorescence polarization | Protein arginine N-methyltransferase 1 (Homo sapiens), Q99873 | recombinant PRMT1, activity-based probe fluorescence polarization | inhibition, % at 2.79 µM | 1.3% of 370,000 active | AID 652257, 2013;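 active = inhibition above about 21% made by adding two undisclosed values, limit read from the data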
HTRA1 inh = HTRA1 serine protease inhibitors, primary screen, biochemical, fluorescence polarization, HTS; Q92743; recombinant HTRA1, FP-rhodamine activity-based probe; inhibition, % at 5.96 µM; 0.5% of 340,000 active; AID 504803, 2011; in the data active = inhibition above about 36%;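 also: 0% = enzyme with DMSO and 100% = wells lacking enzyme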
SIAE inh = human SIAE inhibitors, primary screen, biochemical, fluorescence polarization, FP-Rh probe, 1536-well HTS | inhibition, % at 9.66 µM | 0.69% of 370,000 active | SIAE FP-Rh probe binding | Sialate O-acetylesterase (Homo sapiens), Q9HAT2;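 active = inhibition above a cutoff: mean of compounds within the control limits plus 3 SD of those, cut at about 17% in these data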;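 also: 0% = plate median of compound wells and 100% = probe without SIAE protein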
Target sequence (Q9HAT2 whole entry, looked up): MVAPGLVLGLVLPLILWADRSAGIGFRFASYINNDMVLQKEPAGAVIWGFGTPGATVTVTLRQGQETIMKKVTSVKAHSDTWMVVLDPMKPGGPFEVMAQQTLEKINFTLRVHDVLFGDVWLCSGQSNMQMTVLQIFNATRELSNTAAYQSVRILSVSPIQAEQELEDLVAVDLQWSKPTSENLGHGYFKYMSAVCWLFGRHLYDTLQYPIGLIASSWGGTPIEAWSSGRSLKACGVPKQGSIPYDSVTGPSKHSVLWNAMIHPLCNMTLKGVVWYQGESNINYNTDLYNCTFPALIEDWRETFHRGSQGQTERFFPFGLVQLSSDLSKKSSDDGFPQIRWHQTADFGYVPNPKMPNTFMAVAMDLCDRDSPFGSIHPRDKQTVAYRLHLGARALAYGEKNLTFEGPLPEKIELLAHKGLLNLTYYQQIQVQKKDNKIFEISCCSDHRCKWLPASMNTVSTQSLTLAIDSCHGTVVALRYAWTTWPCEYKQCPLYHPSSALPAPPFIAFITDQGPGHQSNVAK
TCR-CD3 inh = inhibitors of human TCR-CD3 interaction, primary screen, biochemical, fluorescence, TAMRA-labeled TCR probe. inhibition, % at 9.4 µM. 0.37% of 360,000 active. AID 651800, 2012; in the data active = inhibition above about 19%;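 also: recombinant mutant TCR 2C K166C tagged with TAMRA read by polarization; 0% = receptor in buffer alone and 100% = receptor with positive control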
TDP2 absorb = human TDP2 enzyme inhibitors, primary screen, biochemical, epi absorbance, recombinant enzyme; T5PNP hydrolysis, p-nitrophenol absorbance 415 nm; inhibition, % at 12.8 µM; 0.34% of 370,000 active; Tyrosyl-DNA phosphodiesterase 2 (Homo sapiens), O95551; AID 720702, 2013;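 active = inhibition above the mean of all tested compounds plus 3 SD, set per campaign, cut at about 25% in these data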;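 also: 0% = DMSO with enzyme and 100% = buffer with substrate but no TDP2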
Target sequence (O95551 whole entry, looked up): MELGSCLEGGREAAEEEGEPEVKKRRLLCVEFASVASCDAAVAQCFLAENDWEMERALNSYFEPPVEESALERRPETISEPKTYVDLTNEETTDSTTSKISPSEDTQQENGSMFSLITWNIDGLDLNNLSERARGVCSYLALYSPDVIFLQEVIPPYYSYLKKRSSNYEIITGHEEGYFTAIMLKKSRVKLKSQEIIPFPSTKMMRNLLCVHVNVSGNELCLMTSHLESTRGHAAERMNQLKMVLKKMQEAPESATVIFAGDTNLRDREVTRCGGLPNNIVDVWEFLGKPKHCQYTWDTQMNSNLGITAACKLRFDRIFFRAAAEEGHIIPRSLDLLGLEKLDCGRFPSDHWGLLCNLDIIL
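System – recombinant human TDP2 · Quantity – TDP2 enzyme at 120 nM final · Doses – single concentration, 12.8 µM nominal, with 1% DMSO · Incubation – 2 h at 37 °C · Measured by – epi absorbance of p-nitrophenol freed from T5PNP by hydrolysis · Read-out – % inhibition relative to enzyme-containing and enzyme-free wells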
PG9 Ab binder = binders of HIV-1 gp120 antibody PG9, primary screen, biochemical, TR-FRET. TR-FRET gp120-PG9 antibody binding. inhibition, % at 6.7 µM. 0.43% of 360,000 active; in the data active = inhibition above about 8.5%
Rev-erbA mod = modulators of Rev-erb alpha DNA binding, primary screen, biochemical, FITC-DNA, fluorescence polarization, uHTS | 0.79% of 370,000 active | AID 1259318, 2017 | activity, % at 10 µM | Rev-erbα–FITC-DNA binding, 90 min;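 active = activity above about 14%, limit read from the data; passing the limit was not always enough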;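 also: 0% = DMSO wells with 35 nM protein and 100% = DMSO wells with 750 nM protein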
rCAG binder = binders of r(CAG) RNA repeats, primary screen, biochemical, fluorescence; r(CAG) RNA repeat, TO-PRO-1 dye displacement fluorescence; inhibition, % at 3 µM; 1.3% of 370,000 active; AID 651821, 2012;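 active = inhibition above the plate cutoff, the mean of all test compounds on that plate plus 3 SD, cut at about 35% in these data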;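 also: 0% = DMSO alone and 100% = 100 µM mitoxantrone as full dye displacement; higher means more dye released from RNA so lower well fluorescence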
mABHD4 FP = ABHD4 inhibitors, primary screen, biochemical, fluorescence polarization, mouse. (Lyso)-N-acylphosphatidylethanolamine lipase (Mus musculus), Q8VD66. purified mABHD4, FP-Rh probe fluorescence polarization. inhibition, % at 8.92 µM. 0.54% of 370,000 active. AID 720543, 2013;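 active = inhibition exceeding the mean over every tested compound plus 3 SD, cut at about 30% in these data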;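 also: 0% = plate median of compound wells and 100% = S159A mutant with DMSO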
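Test system: mABHD4 protein | Buffer or medium: HEPES pH 7.0 buffer, 150 mM NaCl, 0.01% Pluronic F-127 | Probe or stimulus: FP-Rh fluorescent activity-based probe, added after compound pre-incubation | Timing: Pre-incubation 45 min, probe exposure 60 min, at 25 °C | Technique: Fluorescence polarization, excitation 525 nm, emission 598 nm, BODIPY TMR filters | Repeats: Single well per compound (singlicate)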
The depositor's hits bear a star.

mol | SIAE inh | Rev-erbA mod | PRMT1 FP inh | TCR-CD3 inh | mABHD4 FP | TDP2 absorb | PG9 Ab binder | HTRA1 inh | LEDGF integ inh | rCAG binder
COc1ccc(CNC(=O)C2CCC(=O)N(CC3CCCCC3)C2)cc1 (configuration not stated) | -1 | -1 | 0 | 7 | -4 | 2 | -0.8 | -4 | -3 | -7
Cc1ccc(-c2nnc(SCc3nc(N)nc(Nc4ccccc4C)n3)n2N)cc1 | 2 | 0 | -2 | 3 | -1 | 7 | -1.4 | -26 | -1 | -3
Cc1c(-c2ccccc2)nc2ccccc2c1C(=O)Oc1ccc([N+](=O)[O-])cc1 | 4 | -1 | 2 | 2 | -5 | 8 | -2.4 | -7 | -2 | 7
O=C(CCC(=O)c1ccc(F)cc1)Nc1cccc(C(F)(F)F)c1 | 0 | -5 | -3 | -6 | -9 | 3 | -0.4 | -23 | 0 | 2
CC1(C)Oc2ccc3ccc(=O)oc3c2/C(=C/NC2CCCCC2)C1=O | 2 | 4 | -1 | 6 | -1 | -10 | 0.5 | -6 | 3 | 3
Cc1cc2cc(CNC(=O)c3ccc4c(c3)OCO4)ccc2n1C | 0 | 2 | 1 | 6 | 13 | 9 | 6.2 | 7 | 1 | 12
O=C(OCC(=O)N1CCCC1)c1ccccc1C(=O)c1ccccc1 | 3 | 3 | -2 | 4 | -2 | 2 | -2.6 | 9 | 5 | 0
CNC(=S)Nc1cccc(C(=O)O)c1 | -4 | -3 | -7 | 0 | -1 | -5 | -3.1 | -10 | 2 | -4
C=CCn1c(COc2ccc(Cl)cc2)nnc1SCC(=O)N/N=C/c1ccccc1 | -1 | 5 | 0 | -3 | -9 | -7 | -1.0 | -10 | -4 | 0
C[C@H](NC(=O)OC(C)(C)C)c1nnc(SCC(=O)Nc2ccc(Br)cc2)o1 | -9 | -3 | -3 | 9 | -5 | 2 | 0.7 | -15 | 0 | 5
C/C=C/c1ccc(OCC(O)CNCCc2ccc(OC)cc2)c(OC)c1 (configuration not stated) | 1 | 3 | 0 | -5 | 9 | 17 | 1.1 | 5 | 0 | -2
O=C(Oc1ccccc1Cl)C1CCN(C(=O)c2ccc(F)cc2)CC1 | 8 | -2 | -1 | -3 | -12 | 1 | -1.4 | 0 | 1 | -5
N#CC1=C(N)NC(SCc2ccc(Br)cc2)=C(C#N)C12CCCCC2 | 0 | 5 | 2 | -3 | -17 | -6 | -0.4 | -51 | 1 | 12
Cc1cc(C(=O)N2CCCC(N3CCN(c4cccc(C(F)(F)F)c4)CC3)C2)n[nH]1 (configuration not stated) | 0 | -2 | 3 | -3 | 0 | 9 | -1.2 | -2 | -1 | -13
COc1ccc2nc(N3CCOCC3)cc(C)c2c1 | -2 | 1 | 1 | -3 | -2 | 1 | 2.7 | -4 | -5 | -4
CC(C)Oc1ccc(C(=O)Nc2ncn[nH]2)cc1 | 4 | 6 | -1 | -2 | 2 | 2 | 0.1 | -1 | 0 | -3
CS(=O)(=O)N1CCC(C(=O)N2CCN(c3cccc(Cl)c3)CC2)CC1 | -9 | 0 | 1 | 9 | 1 | 2 | -1.3 | 7 | -4 | -4
COc1ccc(C(=O)O/N=C(\N)c2ccccn2)cc1 | -4 | 0 | 8 | -2 | -7 | -12 | -2.0 | 3 | -6 | -2
CCn1nc(NC(=O)c2cccs2)c2cc3ccccc3nc21 | -11 | 3 | -2 | 2 | -13 | -11 | -4.0 | -53 | -1 | 4
Cc1ccc(C(=O)N2CCCC2)cc1S(=O)(=O)N1CCCCC1 | -5 | -5 | 4 | -1 | 4 | -2 | -0.5 | 8 | -2 | -9
O=C(CSc1nc2ccccc2s1)NC1CCCC1 | -2 | 0 | 3 | -4 | 1 | -3 | -0.8 | 4 | -2 | -3
CC(=O)Nc1ccc(S(=O)(=O)NNC(=O)c2cccc3ccccc23)cc1 | -3 | 2 | -1 | 2 | 2 | 9 | -2.7 | 3 | 0 | 2
Cc1ccc2c(O)c(C)c(=O)[nH]c2n1 | -2 | 1 | -1 | 7 | 2 | 1 | -1.2 | 1 | 1 | 1
CN1CCN(C2CC(=O)N(CCc3ccccc3)C2=O)CC1 (configuration not stated) | 3 | -2 | -3 | 4 | 2 | 1 | 0.2 | -5 | 1 | -5
O=C(O)CC(NC(=O)C12CC3CC(CC(C3)C1)C2)c1ccc(Cl)cc1 (configuration not stated) | 4 | 6 | 2 | 3 | -3 | -1 | 0.4 | 5 | 5 | 2
Cc1cc(-c2nnc3n2CCCCC3)c(C)n1-c1ccccc1 | -2 | 3 | -1 | 0 | 2 | -3 | -0.3 | 1 | 1 | -5
CCOC(=O)N/N=C(/C)c1ccc(N2C(=O)C3CCCCC3C2=O)cc1 (configuration not stated) | 5 | -1 | -1 | 1 | 5 | -3 | -1.4 | -1 | 0 | -5
COc1ccc2c(c1)CCC(C)N2C(=O)C(=O)c1c[nH]c2ccccc12 (configuration not stated) | -7 | 3 | 0 | 5 | -7 | -11 | -0.7 | -17 | -2 | -2
CCOC(=O)C1=NN(c2ccccc2)C2(S1)SC(C(C)=O)=C(C)N2c1ccccc1 (configuration not stated) | -1 | 4 | 0 | 9 | 0 | -2 | -1.8 | 10 | 0 | -3
COc1cccc(C(=O)Nc2cnn(C(C)C)c2)c1 | 10 | -2 | 0 | 5 | -5 | 16 | -0.4 | 10 | -3 | 1

Two compounds from above, limited to HTRA1 inh:
| structure | HTRA1 inh |
| --- | --- |
| COc1ccc(C(=O)O/N=C(\N)c2ccccn2)cc1 | 3 |
| CCn1nc(NC(=O)c2cccs2)c2cc3ccccc3nc21 | -53 |

(more compounds)
mol | SIAE inh | Rev-erbA mod | PRMT1 FP inh | TCR-CD3 inh | mABHD4 FP | TDP2 absorb | PG9 Ab binder | HTRA1 inh | LEDGF integ inh | rCAG binder
COc1ccc(/C=N/Nc2nonc2N)cc1 | 0 | -4 | 0 | 3 | 2 | 4 | -0.5 | 3 | 2 | 1
COc1cc(C(=O)Nc2c(C(=O)N3CCOCC3)oc3ccccc23)cc(OC)c1OC | 4 | 0 | 5 | -4 | -9 | -4 | 2.7 | 1 | 3 | 3
COc1cc([C@@H]2CC=C(C(=O)O)[C@H](c3ccc(Cl)cc3)N2S(=O)(=O)c2ccc(C)cc2)cc(OC)c1OC | -7 | 0 | 0 | 4 | 17 | -8 | -3.9 | -13 | 2 | 35*
COC(=O)[C@]1(Cc2ccccc2)N[C@H](CN(C)S(=O)(=O)c2ccc(OC(F)(F)F)cc2)[C@@H]2C(=O)N(Cc3ccccc3)C(=O)[C@@H]21 | -1 | 0 | -2 | -6 | -3 | -4 | 0.0 | 3 | -6 | 8
COc1cc2cc[n+](Cc3ccc([N+](=O)[O-])cc3)cc2cc1OC | -3 | 3 | 0 | 2 | 1 | 7 | 0.7 | 7 | -2 | 0
O=C(NCc1ccco1)c1ccccc1-c1nc(-c2ccc(F)cc2)no1 | -4 | 2 | -1 | -1 | 2 | 7 | -1.0 | -4 | 1 | -4
O=C(NC1CCS(=O)(=O)C1)/C(=C\c1ccccc1)NC(=O)c1ccccc1 (configuration not stated) | 0 | 0 | 2 | -4 | 8 | 4 | -0.5 | 1 | -4 | -1
O=C(Nc1cccnc1)c1ccc([N+](=O)[O-])o1 | 3 | 0 | -1 | 1 | 5 | 7 | -0.8 | 4 | -1 | 0
O=C(CSc1ccc2c(c1)OCCO2)Nc1ccc(N2CCOCC2)cc1 | 8 | -4 | 4 | 8 | 1 | 15 | -1.2 | 6 | 3 | -5
O=C(NCc1ccc(Cl)cc1)C(=O)NCC1OCCN1S(=O)(=O)c1cccs1 (configuration not stated) | 3 | 0 | 0 | 0 | 4 | -9 | 1.8 | -11 | 1 | 8
Cc1cc(C)cc(OCC(=O)Nc2ccccc2N2CCCCC2)c1 | -7 | 4 | -5 | 1 | -8 | -19 | -0.6 | -5 | 3 | -1
O=C(COC(=O)/C=C/c1ccc(C(F)(F)F)cc1)Nc1ccc2[nH]c(=O)[nH]c2c1 | -8 | -1 | 3 | 1 | 7 | -13 | 0.8 | 4 | 2 | -3
O=C(c1ccncc1)N1CCN(S(=O)(=O)c2ccc3ccccc3c2)CC1 | 1 | 0 | -4 | 6 | -4 | 10 | 0.6 | -2 | 1 | -6
O=C(NCCCn1ccnc1)C(=O)Nc1ccccc1 | -5 | 5 | 5 | 0 | -6 | -13 | -1.0 | -3 | -1 | -3
COc1ccc(CNc2ccc(Cl)cc2)cc1Cn1ccnc1 | 8 | -4 | -1 | 1 | 4 | -2 | 1.6 | 4 | 5 | -7
Clc1ccc(C2[C@H]3CN(CC4CCCCC4)[C@H](c4ccccc4)C34CC2(c2cccnc2)C4)cn1 (some centres not stated) | -2 | 0 | -3 | -7 | -12 | -25 | -0.1 | -45 | -1 | 3
COCCCN1C(=O)C2C(C(=O)Nc3cc(C)cc(C)c3)C3C=CC2(O3)C1C(=O)NC1CCCCC1 (configuration not stated) | -1 | 4 | 2 | 0 | 1 | -3 | -0.6 | -5 | 1 | 4
O=C(NN=Cc1ccccc1C(=O)O)c1cccc(S(=O)(=O)Nc2cccc(C(F)(F)F)c2)c1 | -57 | -6 | 4 | -1 | -5 | 5 | 0.5 | -9 | 2 | 22
O=C(NCc1ccccc1)C1CCC(CNS(=O)(=O)c2cccs2)CC1 (configuration not stated) | -2 | -3 | -1 | 8 | -2 | 0 | -0.8 | -2 | 1 | -1
CC(=O)Nc1ccc(NC(=O)C(C)OC(=O)c2oc3ccccc3c2C)cc1 (configuration not stated) | 2 | 1 | -3 | -7 | -5 | -5 | 0.5 | -2 | -3 | -1
O=C(Cc1cccc(C(F)(F)F)c1)NCc1ccc(Cl)cc1Cl | 9 | 2 | 0 | -5 | -15 | -5 | -1.7 | -22 | 4 | -2
O=C(NCC1CCCO1)c1ccc(NC(=O)C2CC=CCC2C(=O)O)cc1 (configuration not stated) | 3 | 5 | 0 | 1 | 2 | 5 | 0.1 | 1 | -3 | 3
CCN1CCc2nc(N)oc2CC1 | 5 | 1 | 6 | -2 | -1 | 5 | -1.2 | -2 | -2 | 0

Only part of the results is shown; rates above refer to the full screens.
